Bioassay records: PubChem BioAssay, University of Kansas High Throughput Screening Laboratory
Pf apPOL block = Pf-apPOL inhibitors, biochemical, fluorescence; hit rate 0.25% among 210,000; Recombinant Pf-apPOL, molecular beacon fluorescence, 1.5 h; Plasmodium falciparum apicoplast DNA polymerase (apPOL); inhibition, % at 10 µM; AID 1794808, 2022
mHTT-CaM PPI inh = mutant huntingtin-calmodulin interaction inhibitors – biochemical, AlphaScreen, primary screen. AlphaScreen His-mHTT/GST-CaM binding, luminescence. inhibition, % at 15 µM. hit rate 3.6% among 190,000;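 further: 0% = both proteins with DMSO and 100% = one protein alone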
Target sequence (P42858 whole entry, looked up, stated change not applied): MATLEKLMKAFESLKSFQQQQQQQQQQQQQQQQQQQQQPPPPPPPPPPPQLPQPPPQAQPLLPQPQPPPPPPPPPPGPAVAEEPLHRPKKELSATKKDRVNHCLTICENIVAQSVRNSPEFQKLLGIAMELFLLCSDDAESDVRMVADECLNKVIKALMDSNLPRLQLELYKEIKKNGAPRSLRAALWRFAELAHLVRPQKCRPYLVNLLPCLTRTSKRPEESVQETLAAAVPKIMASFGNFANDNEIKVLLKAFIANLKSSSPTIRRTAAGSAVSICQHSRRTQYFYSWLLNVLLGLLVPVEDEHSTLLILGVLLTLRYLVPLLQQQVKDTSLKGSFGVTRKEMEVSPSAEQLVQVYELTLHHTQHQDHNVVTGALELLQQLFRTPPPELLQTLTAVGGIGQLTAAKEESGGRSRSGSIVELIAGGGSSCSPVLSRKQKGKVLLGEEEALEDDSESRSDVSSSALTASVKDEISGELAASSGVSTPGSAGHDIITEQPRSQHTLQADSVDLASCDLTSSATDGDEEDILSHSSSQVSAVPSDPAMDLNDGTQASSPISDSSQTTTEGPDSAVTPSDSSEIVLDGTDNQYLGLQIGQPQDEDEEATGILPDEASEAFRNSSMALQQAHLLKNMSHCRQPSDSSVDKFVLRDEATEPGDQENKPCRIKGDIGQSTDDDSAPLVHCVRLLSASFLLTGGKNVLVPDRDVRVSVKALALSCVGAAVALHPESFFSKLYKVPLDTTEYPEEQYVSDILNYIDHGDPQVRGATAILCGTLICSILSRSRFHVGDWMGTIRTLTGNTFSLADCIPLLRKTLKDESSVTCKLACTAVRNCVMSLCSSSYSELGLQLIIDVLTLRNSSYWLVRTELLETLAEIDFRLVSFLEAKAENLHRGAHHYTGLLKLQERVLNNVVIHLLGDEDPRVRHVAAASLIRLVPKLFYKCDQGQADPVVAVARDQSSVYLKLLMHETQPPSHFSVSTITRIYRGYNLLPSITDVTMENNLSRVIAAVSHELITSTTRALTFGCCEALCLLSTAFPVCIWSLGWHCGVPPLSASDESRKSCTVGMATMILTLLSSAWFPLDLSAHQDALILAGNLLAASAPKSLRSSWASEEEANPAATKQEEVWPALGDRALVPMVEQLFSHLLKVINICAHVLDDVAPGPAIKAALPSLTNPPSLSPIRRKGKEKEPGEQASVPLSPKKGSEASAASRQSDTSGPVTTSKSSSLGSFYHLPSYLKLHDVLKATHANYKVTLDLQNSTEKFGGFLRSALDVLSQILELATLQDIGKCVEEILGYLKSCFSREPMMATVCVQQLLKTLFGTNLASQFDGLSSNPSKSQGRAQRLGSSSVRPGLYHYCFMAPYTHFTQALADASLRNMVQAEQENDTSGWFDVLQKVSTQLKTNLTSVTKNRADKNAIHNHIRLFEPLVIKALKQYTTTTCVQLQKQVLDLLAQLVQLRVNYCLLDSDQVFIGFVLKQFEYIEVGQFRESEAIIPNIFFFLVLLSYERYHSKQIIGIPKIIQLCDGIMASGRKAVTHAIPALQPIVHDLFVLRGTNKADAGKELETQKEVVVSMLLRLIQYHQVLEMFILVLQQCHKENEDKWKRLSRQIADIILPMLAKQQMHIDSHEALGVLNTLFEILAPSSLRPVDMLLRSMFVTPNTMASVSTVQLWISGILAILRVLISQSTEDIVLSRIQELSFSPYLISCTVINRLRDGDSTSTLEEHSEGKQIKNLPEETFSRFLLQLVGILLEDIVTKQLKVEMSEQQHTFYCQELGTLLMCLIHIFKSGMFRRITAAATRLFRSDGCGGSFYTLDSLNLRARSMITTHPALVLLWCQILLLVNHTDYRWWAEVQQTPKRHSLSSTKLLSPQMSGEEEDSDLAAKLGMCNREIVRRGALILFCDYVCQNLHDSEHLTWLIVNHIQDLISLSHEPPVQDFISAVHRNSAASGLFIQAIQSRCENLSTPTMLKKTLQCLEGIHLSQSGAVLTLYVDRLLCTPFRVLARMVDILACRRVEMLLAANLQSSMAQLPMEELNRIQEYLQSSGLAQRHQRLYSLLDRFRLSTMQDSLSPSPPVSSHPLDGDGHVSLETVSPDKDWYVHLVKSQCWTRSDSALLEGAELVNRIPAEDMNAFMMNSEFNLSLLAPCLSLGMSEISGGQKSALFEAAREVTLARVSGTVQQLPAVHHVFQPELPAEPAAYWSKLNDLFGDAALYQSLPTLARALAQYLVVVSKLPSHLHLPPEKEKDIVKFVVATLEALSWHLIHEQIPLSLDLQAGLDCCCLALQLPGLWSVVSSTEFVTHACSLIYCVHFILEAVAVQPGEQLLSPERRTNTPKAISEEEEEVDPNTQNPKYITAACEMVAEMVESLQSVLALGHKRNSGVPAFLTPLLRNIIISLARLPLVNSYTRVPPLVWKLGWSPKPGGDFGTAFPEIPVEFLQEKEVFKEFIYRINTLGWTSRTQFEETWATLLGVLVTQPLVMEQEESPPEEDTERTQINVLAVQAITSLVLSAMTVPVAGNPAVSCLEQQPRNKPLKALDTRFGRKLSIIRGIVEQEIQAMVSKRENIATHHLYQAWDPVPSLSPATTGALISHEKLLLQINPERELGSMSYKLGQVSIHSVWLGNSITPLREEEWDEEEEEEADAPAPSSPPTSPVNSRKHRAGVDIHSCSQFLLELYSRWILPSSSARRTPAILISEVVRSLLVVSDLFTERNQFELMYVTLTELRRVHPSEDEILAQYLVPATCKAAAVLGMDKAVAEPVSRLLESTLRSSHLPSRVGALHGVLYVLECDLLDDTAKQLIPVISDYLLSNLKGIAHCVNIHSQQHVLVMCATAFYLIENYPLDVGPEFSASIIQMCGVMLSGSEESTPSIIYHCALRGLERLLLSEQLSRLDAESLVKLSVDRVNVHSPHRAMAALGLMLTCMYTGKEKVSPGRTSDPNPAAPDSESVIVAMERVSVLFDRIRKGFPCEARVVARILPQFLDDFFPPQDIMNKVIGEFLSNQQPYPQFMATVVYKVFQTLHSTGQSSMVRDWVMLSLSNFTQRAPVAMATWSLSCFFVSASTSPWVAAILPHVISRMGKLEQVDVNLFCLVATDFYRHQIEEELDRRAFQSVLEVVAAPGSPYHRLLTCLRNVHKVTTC
* hit, by the source's call; · = not tested or not shown; & = joins results of further samples. No stated cut-off is given here; in the data, active means inhibition above about 50%; inactive means the rest.

SMILES	Pf apPOL block	mHTT-CaM PPI inh
CC(=O)c1sc(N2N=C(c3ccc(CC(C)C)cc3)CC2c2ccco2)nc1C (configuration not stated)	-3	25
COc1cc(Br)cc(/C=C2/NC(=O)NC2=O)c1OC	3	1
CSC1=NCCN1C(=O)c1ccc(F)c(F)c1	2	8
O=C(c1ccc(-c2ccc(Cl)cc2)o1)N1CCN(c2ccc([N+](=O)[O-])cc2Cl)CC1	-4	42
CCOC(=O)COc1ccc2c(c1)OC(=Cc1ccc(C)cc1)C2=O	-9	-1
N#CC1=C(N)N(c2ccc([N+](=O)[O-])cc2)C2=C(C(=O)CCC2)C1c1cccs1 (configuration not stated)	-2	4
CC(Cn1c(=O)oc2ccccc21)=NOC(=O)Nc1ccccc1	-26	·
CC1Cc2cc(/C=C3/N=C(c4cccc(F)c4)OC3=O)ccc2O1 (configuration not stated)	-5	11
CS(=O)(=O)Oc1ccc2nonc2c1	-6	·
COc1ccc(-c2cc3ccc(OC(=O)c4cc(OC)c(OC)c(OC)c4)cc3oc2=O)c(OC)c1	-6	-2
CC(=O)Nc1ccc(C)c(NC(=S)Nc2ccc(Cl)c(Cl)c2)c1	-5&-2	·
O=C(c1ccccc1)N1CCCC(C(=O)N2CCN(c3ccccc3)CC2)C1 (configuration not stated)	-1	2
O=[N+]([O-])c1ccc(CN2CCCCCC2)o1	-13	0
O=C(CN(c1ccccc1)S(=O)(=O)c1ccc(Cl)cc1)N1CCCCC1	-10	0
OC(c1ccccc1)c1nc2ccccc2[nH]1 (configuration not stated)	-1	-10
CCCn1c(C2CCN(C(=O)Cc3ccsc3)C2)nc2cccnc21 (configuration not stated)	-4	3
Cc1cc(C(=O)N2CCN(Cc3ccc4c(c3)OCO4)CC2)nn1C	-1	·
CC(C)NC(=O)c1ccn2c(-c3ccccc3)nnc2c1	-6	-8
O=C(Nc1nc2cc3c(cc2s1)OCCO3)c1ccc([N+](=O)[O-])s1	-5	4
CCN(CC)S(=O)(=O)N1CCCC(C(=O)NCc2ccccc2)C1 (configuration not stated)	-9	-12
O=C(Cc1ccc(Cl)cc1)N1CCN(c2cc(-c3cccnc3)[nH]n2)CC1	-8	4
Cc1onc(-c2ccccc2)c1C(=O)N1CCCN2C(=O)c3ccccc3C21 (configuration not stated)	-4	·
CCc1nc2ccccc2nc1N1CCN(C(=O)C(C)(C)C)CC1	-16	·
O=[N+]([O-])c1ccc2nn(-c3ccccc3)nc2c1	-3	0
Cn1nnc(NCc2ccc(-c3ccc(Br)cc3)o2)n1	-4	16

Ordered by molecular weight (smallest number first): seven of the compounds above
SMILES	Pf apPOL block	mHTT-CaM PPI inh
CSC1=NCCN1C(=O)c1ccc(F)c(F)c1	2	8
Cn1nnc(NCc2ccc(-c3ccc(Br)cc3)o2)n1	-4	16
Cc1cc(C(=O)N2CCN(Cc3ccc4c(c3)OCO4)CC2)nn1C	-1	·
CCN(CC)S(=O)(=O)N1CCCC(C(=O)NCc2ccccc2)C1 (configuration not stated)	-9	-12
O=C(Nc1nc2cc3c(cc2s1)OCCO3)c1ccc([N+](=O)[O-])s1	-5	4
O=C(CN(c1ccccc1)S(=O)(=O)c1ccc(Cl)cc1)N1CCCCC1	-10	0
O=C(c1ccc(-c2ccc(Cl)cc2)o1)N1CCN(c2ccc([N+](=O)[O-])cc2Cl)CC1	-4	42

Continued:
SMILES	Pf apPOL block	mHTT-CaM PPI inh
CC(=O)Nc1ccc(S(=O)(=O)n2cnc3cc(C)c(C)cc32)cc1	-2	-2
CCOC(=O)C1CSCCS(=O)(=O)N1Cc1ccccc1C (configuration not stated)	-1	-8
COc1ccc(C2CC(C(F)(F)F)n3nc(C(=O)Nc4cc(C)ccc4C)cc3N2)cc1 (configuration not stated)	2	14
CCCCSc1ncnc2c1cnn2-c1ccc(F)cc1	2	-13
OC(C#Cc1ccccc1)(c1ccccc1)c1ccccc1	-1	-4
Cc1cccc(-n2nc3c(c2NC(=O)c2ccc(C)c(C)c2)CSC3)c1	0	-1
COC(=O)c1ccc(OC(=O)C23CCC(C)(C(=O)C2)C3(C)C)cc1 (configuration not stated)	-5	-3
O=C(Cc1nc(-c2ccccc2)n[nH]1)Nc1ccc(F)c(F)c1	-3	-2
O=C1CNCC(=O)N1CCc1ccccc1	4	4
CC(=O)N1CCc2cc(N3CC(C(=O)Nc4cc(F)cc(F)c4)CC3=O)ccc21 (configuration not stated)	2	13
O=C(CSc1nc2ccccc2o1)Nc1ccc(Cl)c(Cl)c1	-6	-16
N#Cc1ccccc1OCc1cn(CC(=O)c2ccc(O)cc2)nn1	12	11
CC(C)c1cc(C2CCCN2C(=O)Nc2ccc3c(c2)OCO3)no1 (configuration not stated)	-2	8
O=C(Cc1cccnc1)Nc1cccn2nc(C3CC3)nc12	3	-6
COc1ccc(C)cc1NC(=O)CN(c1cccc([N+](=O)[O-])c1)S(=O)(=O)c1ccccc1	-5	25
CCCN1CCN(C(=O)c2nc3ccccn3c2-c2ccsc2)CC1	-4	-2
O=C1CSC(c2ccccc2)N1c1cccc(F)c1 (configuration not stated)	-11	-6
Nc1ccc(N2CCCS2(=O)=O)cc1	0	-11
Cc1ccc(OCC(=O)Nc2cccc(F)c2)cc1C	-6	-38
COc1cc(=O)n(C)c2c(OCC3OC(C)(C)OC3(C)C)cccc12 (configuration not stated)	-23	·
CCOc1ccc(NC(=O)C(C)Oc2ccccc2)cc1 (configuration not stated)	1	-8
CCCCCn1c(Br)nc2c1c(=O)[nH]c(=O)n2C	-2	0
CC1CCn2c(nc3cc(C(=O)NCCCc4ccccc4)ccc32)C1 (configuration not stated)	-2	11
Cc1nc2c(ccc3nc(NC(=O)c4ccc(N5C(=O)CCC5=O)cc4)sc32)s1	5	8
O=C1CC(NCCc2ccccc2F)C(=O)N1c1ccc(Cl)cc1 (configuration not stated)	0	-1

The final 3 records of the section before lead into the next:
SMILES	Pf apPOL block	mHTT-CaM PPI inh
CC1CCn2c(nc3cc(C(=O)NCCCc4ccccc4)ccc32)C1 (configuration not stated)	-2	11
Cc1nc2c(ccc3nc(NC(=O)c4ccc(N5C(=O)CCC5=O)cc4)sc32)s1	5	8
O=C1CC(NCCc2ccccc2F)C(=O)N1c1ccc(Cl)cc1 (configuration not stated)	0	-1
CC(=O)c1sc(CCn2cccc(C(F)(F)F)c2=O)nc1C	-6	·
CCOC(=O)c1ccc2nc(NC(=O)c3snnc3C)sc2c1	11	4
COc1ccc2cc3cc(C(=O)NCCCN4CC(C)CC(C)C4)oc3nc2c1 (configuration not stated)	-3	0
CC(C)C(=O)Oc1ccc2c(-c3cc4ccccc4oc3=O)cc(=O)oc2c1	-7	11
CCOc1ccc(N2C(=O)CC(N3CCN(C(=O)c4ccccc4)CC3)C2=O)cc1 (configuration not stated)	-3	-8
CCc1nnc2c3cnn(-c4ccccc4)c3ncn12	2	-8
CCc1ccc(NC(=O)N2CCC(C(=O)NCc3csc(-c4ccccc4)n3)CC2)cc1	-8	-5
c1ccc(OCCN2CCCC2)cc1	3	-3
CN(C)c1ccc(N2C(=O)CC(NC34CC5CC(CC(C5)C3)C4)C2=O)cc1 (configuration not stated)	0	2
CCCCN(C)C(=O)c1cn(CCOC)c(=O)c2c1c1ccccc1n2C	2	3
COc1cc(C2=N/C(=C\c3ccc(C)cc3)C(=O)O2)cc(OC)c1OC	-1	8
C=CCC(NCc1cccs1)c1ccco1 (configuration not stated)	·	0
O=C(Cc1ccc(F)cc1)Nc1cccc(Br)c1	0	-25
COc1ccc(NC(=O)C2CCN(c3c(C#N)cnc4ccc(F)cc34)CC2)cc1	0	-7
CCOC(=O)C(N)c1ccccc1 (configuration not stated)	-4	·
CCOC(=O)N1CCC(NC(=O)C2CCCCC2)CC1	9	·
CC(C)CC(C(=O)Nc1nc2ccccc2s1)N1C(=O)c2ccccc2C1=O (configuration not stated)	26	99*
O=C(c1c[nH]c2ccccc12)N1CCCC1c1nc(-c2ccccc2)n[nH]1 (configuration not stated)	-1	3
Cc1ccccc1C1CN(C(=O)c2cccs2)CC1C(=O)NCC1CC1 (configuration not stated)	-6	5
COc1ccc2c(=O)c(-c3ccccc3)c(C)oc2c1	7	-5
Cn1cnc(S(=O)(=O)Oc2ccccc2N2CCOCC2)c1	-5	·
COc1cccc(NC(=O)CSCc2ccc(Cl)cc2)c1	-4	-22
Cc1cc(NC(=O)c2ccc(-c3cccc([N+](=O)[O-])c3)o2)ccc1NC(=O)c1ccco1	-2	6
CC1CCN(C(=O)C2CCN(c3cncnc3N3CCN(C)CC3)CC2)CC1	-2	7
CCCCN(C)Cc1c(O)ccc2c1OC(=Cc1ccc(OC)cc1)C2=O	-12	14

Grouped by structure, those above with a CF3 group
SMILES	Pf apPOL block	mHTT-CaM PPI inh
COc1ccc(C2CC(C(F)(F)F)n3nc(C(=O)Nc4cc(C)ccc4C)cc3N2)cc1 (configuration not stated)	2	14
CC(=O)c1sc(CCn2cccc(C(F)(F)F)c2=O)nc1C	-6	·

The list continues.
SMILES	Pf apPOL block	mHTT-CaM PPI inh
CCOc1ccccc1C1C2=C(CCCC2=O)Nc2nc(-c3cccc(Cl)c3)nn21 (configuration not stated)	0	30
COc1ccc(NC(=O)N2CCC(c3nc(C(=O)N4CCOCC4)c(C)o3)CC2)cc1	-4	-3
CCN1CCN(C(=O)C23CCC(C)(C(=O)C2)C3(C)C)CC1 (configuration not stated)	0&3	-6&0
O=C(C[n+]1cccc(C(=O)Nc2ccccc2)c1)c1ccc(NC(=O)c2ccccc2)cc1	2	26
Cc1nn(-c2ccccn2)c2c1C(=O)/C(=C/Nc1ccc([N+](=O)[O-])cc1)CC2	-6	-9
COCCn1c(N2CCC(C(=O)N3CCCC3)CC2)nc2ccccc21	1	2
O=C(Nc1ccc(C(=O)N2CCCC2)cc1)C1CC1	2	-3
CCOCCn1c(Br)nc2c1c(=O)[nH]c(=O)n2C	-41	1
CCc1cc(C2CCCN2Cc2cc(OC)c(OC)cc2OC)on1 (configuration not stated)	-5	28
O=C(NCC(=O)N1CCN(c2ccc(F)cc2)CC1)c1ccc(=O)[nH]c1	-4	-6
Cc1sc2c(=O)n(C3CC3)cnc2c1C(=O)NC1CCCCCC1	2	-9
CCc1noc(-c2cccn2Cc2ccc(OC)c(F)c2)n1	-1	-29
O=C1c2ccc([N+](=O)[O-])cc2C(=O)N1CNc1ccccc1Cl	-2	2
O=C(NC1CNCCC1CO)c1ccccc1 (configuration not stated)	-2	-7
CC1CCc2nn(CC(=O)Nc3cccc(C(F)(F)F)c3)cc2C1 (configuration not stated)	0	-18
COc1nccc(N2CCC(CC(=O)N3CCN(CCC#N)CC3)CC2)n1	4	7
CCOC(=O)N1CCN(C(=O)C2CN(C(=O)c3c[nH]c4ccccc34)C2)CC1	10	0
CCn1c(SCC(=O)Nc2ccc(Cl)c(Cl)c2)nnc1-c1cccnc1	-6	32
Oc1c(Cl)cc(Cl)cc1C=Nc1ccc(N2CCOCC2)cc1	10	3
Cc1ccc(Cl)cc1N(CC(=O)O)S(C)(=O)=O	-9	4
O=C(Cn1ccc2sccc2c1=O)Nc1ccc(F)c(F)c1	4	-2
CCn1cc(C2=NCCO2)c2ccccc21	-4	-7
COCCNC(=O)C(=O)NCC1CCN(C(=O)c2ccccc2F)CC1	-1	-12
COc1ccc(NC(=O)N2CC3CC(NS(C)(=O)=O)C2C3)cc1 (configuration not stated)	-3	-1
COc1cc(OC)cc(C(=O)N2CC3CC2CC3NC(=O)c2cccs2)c1 (configuration not stated)	-5	4

Next part, overlapping the part above by 3 compounds.
SMILES	Pf apPOL block	mHTT-CaM PPI inh
COCCNC(=O)C(=O)NCC1CCN(C(=O)c2ccccc2F)CC1	-1	-12
COc1ccc(NC(=O)N2CC3CC(NS(C)(=O)=O)C2C3)cc1 (configuration not stated)	-3	-1
COc1cc(OC)cc(C(=O)N2CC3CC2CC3NC(=O)c2cccs2)c1 (configuration not stated)	-5	4
O=[N+]([O-])c1ccc(Cc2c(F)cc(F)cc2F)cc1	-2	-18
COc1ccc2oc(C(Cl)(Cl)Cl)cc(=O)c2c1	-4	4
COc1cc(=O)c(C(=O)Nc2ccc(N3CCOCC3)cc2)nn1-c1cccc(F)c1	-3	5
Cc1cccc(NC(=O)CCC(=O)O)c1	-8	-1
O=C(NCc1ccncc1)c1c(O)c2cccc3c2n(c1=O)CC3	-1	9
Cc1ccc(-n2ncc3c(NC(C)C)ncnc32)c(C)c1	-5	12
O=C1C=CC(=NOS(=O)(=O)c2ccc(Cl)cc2)C=C1	6	35
CCOC(=O)CSc1nnc(NC(=O)C2CC(=O)N(c3ccc(F)cc3)C2)s1 (configuration not stated)	5	7
CCOc1ccccc1CN1CCc2nc(Nc3ccccc3)ncc2C1	-6	26
CC(C)(C)n1nc2c(c1NC(=O)c1ccccc1I)CSC2	3	25
O=C(NCc1ccccc1)C1CC(c2ccc(F)cc2)=NO1 (configuration not stated)	-3	5
COc1ccc(N(CC(=O)NCc2ccco2)S(=O)(=O)c2ccccc2)cc1	2	9
CSc1cccc(C(=O)Nc2nccs2)c1	0	-7
COc1cc2c3c(c1)C(C)=CC(C)(C)N3C(=O)C2=O	10&-7	47&46
Cc1cccc(CC(=O)Nc2c3c(nn2-c2ccc(F)cc2)CS(=O)C3)c1 (configuration not stated)	-11	-5
Cc1cc(Oc2cc(C#N)c(C#N)cc2[N+](=O)[O-])cc(C)c1Cl	-4	7
Cc1ccc(NC(=O)N2CCCC(C)(C(=O)NCc3ccccc3C)C2)cc1 (configuration not stated)	-1	-5
Cc1cc([N+](=O)[O-])ccc1-c1ccc(C(=O)Nc2cccc(-c3nc4ncccc4o3)c2)o1	-1	9
CC1CCCN(C(=O)c2ccc(-c3cncnc3)nc2)C1 (configuration not stated)	-3	-5
Cn1ncc(N2CCCC(C(=O)N3CCN(S(C)(=O)=O)CC3)C2)cc1=O (configuration not stated)	-8	-2
CCOc1cc(C(c2c(C)[nH][nH]c2=O)c2c(C)[nH][nH]c2=O)ccc1O	2	7
Cc1ccccc1-c1nc2c3c4c(sc3ncn2n1)C(C)(C)NC(C)(C)C4	0	-3
CC=C(C(=CC)c1ccccc1)c1ccccc1	4	·
CCS(=O)(=O)N1CCc2c(c(-c3nc(-c4cccc(F)c4)no3)nn2C)C1	-3	1
CCC(=O)N1CCc2cc(N3CC(C(=O)NCc4ccc(F)cc4F)CC3=O)ccc21 (configuration not stated)	1	1
